High-throughput results as filed in PubChem BioAssay.
PGC1a acetyl inh – inhibitors of PGC1a acetylation signal, primary screen, cell-based, U2OS, AlphaScreen, inhibitor mode; AlphaScreen anti-acetyl-lysine; with virally co-expressed GCN5 acetyltransferase; inhibition, % at 15.6 µM; actives 0.17% (n = 350,000); AID 651687, 2012;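 active = every replicate shows inhibition of at least 40%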;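 also: 0% = neutral control wells and 100% = positive control wells; some results beyond the cut were filed as inactive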
Statin myotox sup – suppressors of statin myotoxicity in C2C12 myotubes, primary screen, cell-based, single point, plate reader; C2C12 myotubes + simvastatin, ATP luminescence, 48 h; scaled: DMSO 0, geranylgeraniol control 100; rescue of ATP level, % at 7.49 µM; actives 0.78% (n = 330,000);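 active = mean ATP rescue above about 67%, or every replicate alone reaching that limit, limit read from the data, passing the limit was not always enough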;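 also: myotubes were challenged with 10 µM simvastatin during compound exposure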
miR122 inh – miR-122 Renilla sensor signal increase in Huh7, primary screen, miR-122 inhibitor project, cell-based, single point, plate reader. Huh7 miR-122 Renilla luciferase sensor, 48 h; neutral wells = 0, positive control = 100. activation (reporter increase), % at 12.5 µM. actives 0.3% (n = 340,000). AID 602342, 2012;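 active = mean replicate activation score at least 90 and every replicate individually at or above 90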;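 also: higher luciferase means less miR-122 activity so hits act as miR-122 inhibitors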
PglD DTNB – C. jejuni PglD acetyltransferase inhibitors, primary screen, biochemical, DTNB colorimetric, single point; inhibition, % at 12.5 µM; purified PglD enzyme, DTNB colorimetric CoA detection; actives 0.098% (n = 360,000); in the data active = inhibition above about 16%, passing the limit was not always enough; also: strong numbers were not always called active
F508del corr – F508del CFTR correction, initial screen, CFBE line, single point | CFBE cells, YFP halide quenching; stimulated with forskolin plus potentiator P3; % fluorescence drop versus neutral controls | activity (quench increase), % at 7.58 µM | actives 0.36% (n = 350,000) | AID 720511, 2013;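 active = mean added fluorescence quench of at least 8% versus neutral control, with both replicates also reaching 8%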;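 also: cells transiently co-express mutant CFTR-F508del with the halide-sensitive YFP; corrector assay measuring rescue of mutant channel to the surface after 24 h compound exposure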
FN deposition inh – inhibitors of fibronectin matrix deposition, primary screen, AH1F cells, Alexa488-fibronectin fluorescence, plate reader | AH1F fibroblasts, overnight | inhibition, % at 12.6 µM | actives 0.086% (n = 350,000) | AID 743247, 2014;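 active = mean inhibition across replicates of 30% or more, regardless of how many single replicates reach that level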;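 also: positive control wells lacked labelled fibronectin entirely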
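Schedule: 1 h cell adhesion before compound, then overnight fibronectin incubation; test system: AH1F fibroblast monolayer depositing Alexa488-labelled fibronectin into matrix; quantity: 10000 AH1F cells per well; probe or stimulus: fluorescent fibronectin at 24 nM final; signal: fluorescence, ex 485 nm, em 525 nm; evaluation: percent inhibition as loss of matrix-bound fibronectin fluorescence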
INS-1E GSIS act – GLuc luminescence reporter in INS-1E cells, primary screen for activators of glucose-dependent secretion of insulin; actives 0.61% (n = 370,000); activation, % at 16.6 µM; INS-1E GLuc reporter insulin secretion, 2-3 h; AID 743287, 2014;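 active = lowest replicate activation of at least 40%, so every replicate reaches that level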;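 also: 0% = median of neutral control wells and 100% = median of IBMX positive control wells; some compounds called inactive have numbers as strong as hits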
Cneo AK release – Cryptococcus neoformans cell lysis inducers, primary screen, AK release luminescence, single concentration. lysis activity, % at 15 µM. AID 651654, 2012. C. neoformans lysis, adenylate kinase release luminescence, 4 h; normalised: neutral wells 0, clomiphene wells 100. actives 0.2% (n = 360,000);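 active = mean lysis activity across replicates of at least 80%, whatever share of replicates individually reach that level; inactive = mean lysis activity below 80%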
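Assay system: C. neoformans cells. Amount: yeast cell density of 5 × 10^6 cells/mL. Technique: AK luminescence. Buffer or medium: YPD. Times: static 4 h at 37 °C with compound, 1 h detection. Dosing: single-point compound dose. Read-out: lysis from increased AK signal.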
Active calls of the source: *; · = not tested or not shown; & = joins results of further samples; [ ] = dose if it differs, or a comment.

SMILES	PGC1a acetyl inh	Statin myotox sup	miR122 inh	PglD DTNB	F508del corr	FN deposition inh	INS-1E GSIS act	Cneo AK release
CC(C)NC(=O)N[C@@H]1CC[C@@H](CCNC(=O)C2CCC2)O[C@@H]1CO	-8.1	-1.1	-5.3[16.7 µM]	-1.8	-0.3	·	4.3	-2.4
COc1ccc(C(C(=O)NC2CCCCC2)N(C(=O)c2ccco2)c2ccccc2C(C)=O)cc1OC (stereo unspecified)	15.8	21.5	0.5	4.7	-1.8	-4.9	-8.3	-0.7
CCOc1ccc(C)cc1S(=O)(=O)NC1CCCCCC1	-13.9	0.2	67.9	-1.6	-0.2	-19.7	-0.2	0.4
CC(C)CNC(=O)c1cccc(NC(=O)C2CCCO2)c1 (stereo unspecified)	10.3	3.7	-1.3	-3.2	·	·	·	-0.3
C[C@@H]1CN([C@@H](C)CO)C(=O)CCCn2cc(nn2)CO[C@@H]1CN(C)C(=O)NC1CCCC1	9.7	1.1	21.0[16.7 µM]	2.2	-4.2	-7.7	5.8	117.2*
CCn1nc(NC(=O)c2ccncc2)c2cc3ccccc3nc21	39.9	2.4	6.1	-7.8	·	·	·	-4.7
COc1ccccc1NC(=O)CN1CCN(CC(=O)Nc2ccc(C)c(F)c2)CC1	-5.5	-7.0	-13.7	-4.8	-2.2	-1.4	-16.8	2.3
COCCCNC(=O)CN1C(=O)CSc2ncccc21	-13.5	7.3	-1.1	0.7	-4.6	-6.5	-3.4	-0.1
Cc1ccc(S(=O)(=O)N2CCN(C(=O)CCOc3ccccc3C)CC2)cc1C	·	5.0	-0.9	-5.3	-3.2	9.7	-13.9	0.3
CCc1ccc(C2C3=C(CC(C)(C)CC3=O)Nc3c2c(=O)[nH]c2nc(C)nn32)cc1 (stereo unspecified)	·	5.4	29.2	-1.0	·	0.4	·	-0.8
CCOC(=O)N1CCN(S(=O)(=O)c2ccc(C)cc2)C1c1ccc(OC)cc1 (stereo unspecified)	-18.8	-9.1	8.5	-3.9	·	-7.2	-10.5	13.7
CC/C(=N\N=C1\SC(C)C(=O)N1Cc1ccco1)c1ccccc1 (stereo unspecified)	-0.1	-1.2	6.0	-6.0	·	-11.7	-28.1	0.6
c1csc(-c2nnc(COc3ncnc4sccc34)o2)c1	7.6	-1.1	6.2	-2.1	0.0	-4.6	-5.5	1.7
CC(=O)c1ccc(NC(=O)c2ccn[nH]2)cc1	-0.7	-46.2	-4.4	4.8	·	-1.8	·	-2.9
CC(C)CC#Cc1ccc([C@H]2[C@@H](CO)N3CCCCN(C(=O)NC4CCCC4)C[C@@H]23)cc1	8.9	4.4	-4.7[16.7 µM]	13.7	1.4	·	-26.9	-2.5
CC(=O)OCC(=O)[C@@]1(O)CC[C@H]2[C@@H]3CCC4=CC(=O)CC[C@]4(C)[C@H]3[C@@H](O)C[C@@]21C	-11.5	3.9&28.8	4.3&1.3	-3.7&-2.5	7.2&4.0	-3.6&-5.0	·	-0.9&1.1
Nc1cc(N)nc(SCC(=O)NNC(=O)c2ccc(Cl)cc2)n1	2.5	-0.5	-3.5	1.9	·	-0.9	·	-0.3
Nc1nc(Nc2ccc(Cl)cc2)c(NC=O)c(=O)[nH]1	5.8	-10.3	-3.4	5.6	-0.5	-12.5	12.8	4.8
C[C@@H]1CN([C@@H](C)CO)C(=O)c2cccc(NC(=O)c3ccc(-c4nccs4)cc3)c2O[C@@H]1CN(C)S(=O)(=O)c1ccc(Cl)cc1	6.9	-24.7	0.2[16.7 µM]	0.9	0.8	-12.1	-3.0	2.5
O=C(C[C@H]1C[C@H]2c3cc(NC(=O)C4CCOCC4)ccc3O[C@H]2[C@@H](CO)O1)NCc1ccc2c(c1)OCO2	2.3	-2.8	0.7[16.7 µM]	-2.8	1.4	·	6.8	-2.0
CC(Oc1ccc(Cl)cc1Cl)c1nc(-c2ccc(NC(=O)c3cccnc3)cc2)no1 (stereo unspecified)	-88.4	19.0	-9.7	4.0	·	·	-23.6	19.5
O=C(c1ccc(CN2CCOCC2)cc1)N1CCC(Cc2ccccc2)CC1	5.7	9.7	7.2	-1.3	·	6.8	·	2.0
COCC(=O)N[C@@H]1CC[C@@H](CC(=O)N2CCCCC2)O[C@@H]1CO	-10.2	7.0	-8.3[16.7 µM]	-1.2	-2.9	7.3	3.9	62.0
C/C(=C/c1oc2ccc(O)cc2c1[N+](=O)[O-])N(C)C	5.5	11.7	-5.0	-3.9	·	14.3	·	-3.7
C/C=C/c1cnc2c(c1)C(=O)N([C@H](C)CO)C[C@H](C)[C@@H](CN(C)C(=O)Nc1ccc(OC)cc1)O2	-10.5	-4.8	7.4[16.7 µM]	1.2	-0.8	0.7	-10.4	-5.3
O=C(Nc1ccc(C(F)(F)F)cc1)c1cnc(N2CCN(c3ccccn3)CC2)c2ccccc12	-5.2	·	6.1	·	-1.7	1.4	0.6	·
CCOCCCNC(=S)N1CCC(NC(=O)C2CCCCC2)CC1	·	6.5	-1.1	·	-1.9	0.4	-1.4	·
Cc1ccc(NC(=S)NC(=O)C2CCCCC2)c(Br)c1	5.2	-1.9	-2.1	-4.5	2.2	-4.4	-29.0	4.1
COC(=O)c1cnc[nH]1	-9.5	-1.0	-0.1	8.9	2.1	-0.3	-5.3	-1.1
CCOC(=O)c1c(N)sc2c(O)c(Br)ccc12	2.0	-7.4	-0.8	5.9	·	3.1	4.8	0.2
O=C(O)c1ccc(Cl)cc1Nc1nc2cc(Cl)ccc2o1	·	-13.2	·	-1.0	-0.3	9.2	-15.4	15.4
C[C@H]1CN([C@@H](C)CO)C(=O)c2cc(NC(=O)Nc3ccc4c(c3)OCO4)ccc2O[C@H]1CN(C)C(=O)Nc1ccc(F)cc1	1.0	-5.6	-5.1[16.7 µM]	-1.9	0.3	·	8.8	-1.1
Cc1ccc(-n2c(C)cc(/C=N/Nc3ccc([N+](=O)[O-])cn3)c2C)cc1	16.9	6.2	-2.9	0.3	·	·	12.7	-0.2
C[C@H]1CN([C@@H](C)CO)C(=O)Cc2cc(NC(=O)Cc3ccccc3)ccc2O[C@H]1CN(C)S(=O)(=O)c1cn(C)cn1	-2.0	-41.4	8.3[16.7 µM]	5.2	-0.2	·	22.0	-2.5
CCC(NC(=O)CCc1c(C)c2cc3c4c(oc3cc2oc1=O)CCCC4)C(=O)O (stereo unspecified)	·	30.7	-5.6	-4.2	2.5	-2.4	17.4	-2.4
CCOC(=O)N1CCN(S(=O)(=O)N2CCCC(C(=O)NCc3ccc(OC)cc3)C2)CC1 (stereo unspecified)	3.5	9.3	3.9	0.9	1.6	-2.2	1.8	9.4
COc1ccc(-c2csc3ncnc(NCCCO)c23)cc1	32.7	6.9	-7.1	0.8	1.4	3.0	41.7	0.2
COc1ccccc1NC(=O)C(C)OC(=O)CCSc1ccc(F)cc1 (stereo unspecified)	-0.8	-2.6	-6.0	1.1	1.5	3.7	8.4	-3.6
COCC(=O)N(C[C@H]1N[C@H](CO)[C@H]1c1ccc(C2=CCCC2)cc1)C(C)C	-4.0	-26.3	-7.1[16.7 µM]	0.5	-0.3	5.2	21.6	-0.7
CCN(CC)S(=O)(=O)c1ccc(-c2cn3ccccc3n2)cc1	·	-15.8	2.9	-1.8	1.8	2.6	9.5	-3.6
C=CCSc1ncc(CO)n1Cc1ccccc1	-9.8	·	1.0	·	-1.6	-2.1	15.8	·
O=c1ccc(-c2nc3ccccc3n2Cc2ccccc2Cl)c[nH]1	-0.5	-7.3	0.8	·	-2.5	-2.6	-2.2	·
CCCCCN1CC(=O)N2Cc3[nH]c4ccccc4c3C[C@H]2C1=O	1.5	-6.6	-11.9	8.3	-1.1	-0.8	-5.2	0.3
COc1ccc(CN2CCNC(=O)C2CC(=O)NCC2CCOCC2)c(F)c1 (stereo unspecified)	-6.0	·	-3.5	3.2	1.4	4.8	12.6	-1.8
C[C@H]1CN([C@@H](C)CO)C(=O)CCCn2nncc2CO[C@H]1CN(C)S(=O)(=O)c1ccc(Oc2ccccc2)nc1	1.6&11.3	1.9&7.0	-6.4	1.9&-0.3	2.5&1.5	-3.5&-12.6	-1.9&-4.0	0.8&-0.4
CC1(C)Cc2ccccc2/C(=C/C(=O)N2CCCCCC2)N1	1.8	1.4	-0.7	-7.3	0.8	·	1.7	4.5
COc1ccc(C(=O)OC(C(=O)c2ccc(C)cc2)c2ccccc2)cc1 (stereo unspecified)	·	-3.4	-12.8	-4.2	·	-7.4	·	-2.2
NC(=O)NCc1ccccc1	-8.0	-8.6	0.2	-1.9	-3.5	5.5	4.9	3.9
CSCCC(NC(=O)c1ccccc1Cl)C(=O)NCC(c1ccco1)N1CCCCC1 (stereo unspecified)	2.9	9.4	-0.1	-2.5	3.1	6.4	9.7	6.1
C[C@H](CO)N1C[C@H](C)[C@@H](CN(C)C(=O)C2CCOCC2)Oc2ncc(-c3ccncc3)cc2C1=O	2.4	·	0.8[16.7 µM]	0.4	0.3	1.4	22.2	-5.2
Cc1cc(C(=O)NCc2cccnc2)cs1	6.5	·	-1.4	-2.1	-0.3	·	11.6	-2.8
CCCn1c(NC(=O)C2CCN(C(=O)c3ccccc3C)CC2)nc2ccccc21	·	-8.0	·	-1.5	2.7	-7.8	-2.6	-2.7
C/C=C/c1ccc2c(c1)O[C@H](CN(C)C(=O)Nc1ccc(C(F)(F)F)cc1)[C@@H](C)CN([C@H](C)CO)S2(=O)=O	-3.1	-27.5	49.3[16.7 µM]	3.2	1.9	17.5	-12.7	1.1
CCOc1ccc(/C=C/C(=O)N2CCOCC2)cc1OC	2.9	-1.5	-0.5	7.0	-0.2	-2.0	10.5	3.5
Cc1[nH]c2ccccc2c1C(=O)CN1C(=O)C(=O)N(CCC2=CCCCC2)C1=O	·	1.3	1.1	-5.8	-2.0	-11.5	-4.6	-0.3
C[C@H](CO)N1C[C@H](C)[C@@H](CN(C)S(=O)(=O)c2cn(C)cn2)Oc2ccc(NC(=O)C3CC3)cc2C1=O	-4.1&31.3	-2.5&9.4	3.4[16.7 µM]	2.7&1.6	-0.6&-5.5	4.8	4.6&10.4	0.0&1.6
Cc1cc(C)cc(NC(=O)CCC(=O)Nc2nnc(C(C)C)s2)c1	6.2	-6.0	16.1	-2.2	2.1	3.3	-6.2	-2.2
Cc1cccc(N(C)C(=O)CCS(=O)(=O)c2cccc3nonc23)c1	1.0	-1.4	-1.0	-6.5	·	9.8	·	-2.4

One compound at a time, from the list above. Screens in order: PGC1a acetyl inh	Statin myotox sup	miR122 inh	PglD DTNB	F508del corr	FN deposition inh	INS-1E GSIS act	Cneo AK release
Results for COCC(=O)N[C@@H]1CC[C@@H](CC(=O)N2CCCCC2)O[C@@H]1CO = -10.2	7.0	-8.3[16.7 µM]	-1.2	-2.9	7.3	3.9	62.0
Results for Cc1ccc(S(=O)(=O)N2CCN(C(=O)CCOc3ccccc3C)CC2)cc1C = ·	5.0	-0.9	-5.3	-3.2	9.7	-13.9	0.3
